TCR CD3 inh = blocks the human TCR-CD3 interaction | TAMRA-labeled TCR probe fluorescence, biochemical | inhibition, % at 9.4 µM | 360,000 compounds, 0.37% hits; in the data active = inhibition above about 19%;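 note: recombinant mutant TCR 2C K166C tagged with TAMRA read by polarization; 0% = receptor in buffer alone and 100% = receptor with positive control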
LEDGF integ inh = blocks HIV-1 LEDGF/p75-dependent DNA integration; TR-FRET IN-LEDGF/p75 DNA integration, Eu/Cy5; inhibition, % at 3.7 µM; 370,000 compounds, 0.64% hits; AID 743269;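 active = inhibition above the screen-wide mean plus 3 SD, cut at about 13% in these data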;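 note: signal is the Cy5 over europium emission ratio at 671 and 618 nm; 0% = plate median of compound wells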
NR1D1 modulator = modulators of human Rev-erb alpha DNA binding; P20393; Rev-erbα–FITC-DNA binding, fluorescence polarization, 90 min; activity, % at 10 µM; 370,000 compounds, 0.79% hits;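 active = activity above about 14%, limit read from the data; passing the limit was not always enough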;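 note: 0% = DMSO wells with 35 nM protein and 100% = DMSO wells with 750 nM protein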
Target sequence (P20393 whole entry, looked up): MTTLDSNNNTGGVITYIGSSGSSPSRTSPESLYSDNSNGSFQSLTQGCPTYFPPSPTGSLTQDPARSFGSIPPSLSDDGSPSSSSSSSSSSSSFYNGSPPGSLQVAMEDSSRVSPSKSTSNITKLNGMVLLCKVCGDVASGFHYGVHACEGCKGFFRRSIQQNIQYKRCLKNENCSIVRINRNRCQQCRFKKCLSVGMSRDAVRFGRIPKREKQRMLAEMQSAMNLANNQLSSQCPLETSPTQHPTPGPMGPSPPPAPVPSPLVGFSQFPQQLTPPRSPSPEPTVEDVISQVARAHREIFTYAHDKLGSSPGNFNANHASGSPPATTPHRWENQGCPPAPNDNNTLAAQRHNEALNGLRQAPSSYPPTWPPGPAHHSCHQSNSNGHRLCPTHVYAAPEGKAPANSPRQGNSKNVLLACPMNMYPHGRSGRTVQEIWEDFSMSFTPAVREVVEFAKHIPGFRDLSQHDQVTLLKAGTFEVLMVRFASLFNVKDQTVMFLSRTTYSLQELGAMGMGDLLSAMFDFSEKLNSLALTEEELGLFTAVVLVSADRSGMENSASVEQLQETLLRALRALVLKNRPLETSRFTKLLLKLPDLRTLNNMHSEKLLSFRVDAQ
MBD2 inh = inhibitors of human MBD2 binding to methylated oligonucleotide | inhibition, % at 4.4 µM | AID 686964 | 370,000 compounds, 0.31% hits | Q9UBB5 | TR-FRET; in the data active = inhibition above about 13%
HTRA1 inh = inhibitors of human serine peptidase HTRA1. inhibition, % at 5.96 µM. 340,000 compounds, 0.5% hits. recombinant HTRA1, FP-rhodamine activity-based probe, fluorescence polarization. Q92743; in the data active = inhibition above about 36%;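 note: 0% = enzyme with DMSO and 100% = wells lacking enzyme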
Target sequence (Q92743 whole entry, looked up): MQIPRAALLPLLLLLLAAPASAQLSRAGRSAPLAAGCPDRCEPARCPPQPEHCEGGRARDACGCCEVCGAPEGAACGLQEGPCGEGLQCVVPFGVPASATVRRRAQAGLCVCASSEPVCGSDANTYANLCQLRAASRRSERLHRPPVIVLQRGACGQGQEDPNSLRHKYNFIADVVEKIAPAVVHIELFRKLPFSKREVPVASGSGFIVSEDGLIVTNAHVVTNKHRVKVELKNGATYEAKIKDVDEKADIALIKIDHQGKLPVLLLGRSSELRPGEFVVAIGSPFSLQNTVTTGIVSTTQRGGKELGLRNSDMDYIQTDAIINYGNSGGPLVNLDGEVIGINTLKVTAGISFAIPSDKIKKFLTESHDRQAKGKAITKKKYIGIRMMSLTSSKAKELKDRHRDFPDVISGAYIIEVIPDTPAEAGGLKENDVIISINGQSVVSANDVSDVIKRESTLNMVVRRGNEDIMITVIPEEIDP
rCAG RNA binder = binds r(CAG) RNA repeats | 370,000 compounds, 1.3% hits | AID 651821 | inhibition, % at 3 µM | r(CAG) RNA repeat, TO-PRO-1 dye displacement fluorescence;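 active = inhibition above the plate cutoff, the mean of all test compounds on that plate plus 3 SD, cut at about 35% in these data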;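 note: 0% = DMSO alone and 100% = 100 µM mitoxantrone as full dye displacement; higher means more dye released from RNA so lower well fluorescence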
UHRF1 MBD2 ctr = human UHRF1 methylated DNA binding inhibitors. Q96T88. inhibition, % at 4.4 µM. UHRF1 binding to methylated oligo, TR-FRET. 370,000 compounds, 0.75% hits; in the data active = inhibition above about 21%;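 note: UHRF1 SRA domain binding a hemimethylated CpG hairpin DNA probe; 0% = median of test compound wells and 100% = reference inhibitor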
PG9 Ab binder = binds the HIV-1 gp120 antibody PG9; TR-FRET gp120-PG9 antibody binding; inhibition, % at 6.7 µM; 360,000 compounds, 0.43% hits; in the data active = inhibition above about 8.5%
PRMT1 FP inh = PRMT1 (human) inhibition, primary screen | AID 652257 | 370,000 compounds, 1.3% hits | recombinant PRMT1, activity-based probe fluorescence polarization | inhibition, % at 2.79 µM | Q99873;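 active = inhibition above about 21% made by adding two undisclosed values, limit read from the data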
ABHD4 inh = ABHD4 (mouse) inhibition, primary FP screen. Q8VD66. purified mABHD4, FP-Rh probe fluorescence polarization. inhibition, % at 8.92 µM. 370,000 compounds, 0.54% hits;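 active = inhibition exceeding the mean over every tested compound plus 3 SD, cut at about 30% in these data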;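 note: 0% = plate median of compound wells and 100% = S159A mutant with DMSO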
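Assay system: mouse ABHD4 enzyme, wild type / Also added: fluorescent activity-based probe FP-Rh / Doses: single nominal dose of 8.92 µM, 0.89% DMSO final / Timing: 45 min compound pre-incubation plus 60 min probe step, 25 °C / Signal: FP readout, ex 525 nm / em 598 nm / Control set: S159A mutant/DMSO as 100%, compound-well median as 0%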
Numbers without * were called inactive; . = not tested or not shown.

item | SMILES | TCR CD3 inh | LEDGF integ inh | NR1D1 modulator | MBD2 inh | HTRA1 inh | rCAG RNA binder | UHRF1 MBD2 ctr | PG9 Ab binder | PRMT1 FP inh | ABHD4 inh
1 | O=C1c2ccccc2C(=O)N1OCc1c(F)cccc1Cl | 4 | -2 | 1 | 1 | -7 | -1 | 0 | -2.8 | -1 | -2
2 | CSc1ccccc1NC(=O)CO/N=C(\C)c1cc2ccccc2o1 | -3 | -4 | 3 | 1 | -21 | -1 | 3 | 1.1 | 1 | -7
3 | CSCC(C)N1CCC(n2nccc2NC(=O)CCOc2ccccc2)CC1 (configuration not stated) | 4 | 0 | 5 | 2 | -1 | -8 | -1 | -2.7 | -1 | -7
4 | Cc1ccccc1CC1(CO)CCCN(C(=O)c2ccoc2)C1 (configuration not stated) | -4 | -1 | 5 | 2 | 9 | 1 | 6 | 1.1 | 2 | 7
5 | COc1ccccc1NS(=O)(=O)c1cc(C(=O)N2CCN(C(=O)c3ccco3)CC2)ccc1F | -8 | 2 | 5 | 4 | -9 | 14 | 7 | 3.7 | 5 | -5
6 | O=C(NCc1cccnc1)c1ccc(-c2ccccc2[N+](=O)[O-])o1 | -2 | -5 | -5 | -3 | 8 | 0 | 0 | -2.1 | 3 | 0
7 | CCOc1ccc(C(=O)NCC(=O)NCC(c2ccc(OC)cc2)N2CCOCC2)cc1OCC (configuration not stated) | 4 | 2 | 5 | -1 | -5 | -4 | 2 | 0.3 | 1 | -4
8 | Cn1c(=O)c2ncn(CC(=O)Nc3nc(-c4ccc(Cl)cc4)cs3)c2n(C)c1=O | 2 | 1 | 3 | -6 | -2 | -2 | 1 | -0.6 | 1 | 6
9 | CN(CC(=O)Nc1ccc(F)cc1)C(=O)COC(=O)C1CCN(c2ccc(C(F)(F)F)cn2)CC1 | 6 | -2 | -4 | 0 | -6 | -4 | 0 | -0.4 | 0 | -8
10 | Cc1nc(C(F)(F)F)c(C(=O)N/N=C(\N)c2cccnc2)s1 | -3 | 8 | 5 | 0 | -3 | 0 | 0 | -4.2 | -1 | -9
11 | CCCCN(C(=O)CSCC(=O)Nc1cccc(C)c1)c1c(N)n(Cc2ccccc2)c(=O)[nH]c1=O | -3 | -2 | -2 | 3 | -7 | -3 | 1 | 0.4 | 3 | -2
12 | CC(C)CC(=O)Nc1ccccc1Oc1ccccc1 | -5 | 5 | -4 | 4 | -2 | 0 | 2 | 1.5 | 6 | -3
13 | c1ccc(CN=C2NN=C(c3cc4ccccc4o3)CS2)cc1 | -2 | 4 | 0 | -1 | -15 | 4 | 1 | 0.6 | -2 | 7
14 | O=C(Nc1ccncc1)c1ccc(-c2ccccc2)cc1 | 4 | -2 | 5 | 3 | -17 | 1 | 1 | 0.2 | 0 | -4
15 | CCN(CC1CCCN(CCc2cccc(F)c2)C1)C(=O)c1ccoc1C (configuration not stated) | 0 | 2 | -1 | -2 | 7 | -1 | 1 | -3.7 | 7 | 0
16 | NS(=O)(=O)c1cccc(NC(=O)CSc2nc3ccccc3[nH]2)c1 | -2 | -7 | 4 | 1 | -4 | 1 | 1 | 0.5 | 4 | 0
17 | CC(C)(C)C(=O)Nc1ccc(C(=O)COC(=O)C2CC2)cc1 | 8 | -1 | -8 | 3 | 2 | -3 | -1 | 1.0 | 5 | 5
18 | CCOc1ccc(CCNC(=O)CSCC(=O)Nc2ccc(OC)cc2)cc1OCC | 3 | 2 | -2 | -4 | 5 | 0 | -1 | -1.4 | -3 | 1
19 | COc1ccc(NC(=O)c2cccc(OC(=S)N3CCOCC3)c2)cc1 | 3 | 4 | 6 | -1 | -20 | 1 | -1 | -0.8 | 1 | 1
20 | COc1cccc(NC(=O)CCN2CCOCC2)c1 | -1 | -1 | -7 | -4 | 0 | -2 | -2 | -1.6 | -2 | -2
21 | CNC(=O)c1c(NC(=O)CS(=O)(=O)c2ccccc2)sc(C)c1C | 1 | 1 | 1 | 5 | -2 | 3 | 3 | 2.5 | 3 | -9
22 | CCOC(=O)N1CCN(C(=O)/C(=C/c2ccc(N(C)C)cc2)NC(=O)c2ccccc2)CC1 | 3 | 0 | 4 | 2 | -2 | -6 | -6 | -6.7 | -1 | 1
23 | Cc1nn(S(=O)(=O)N(C)C)c(C)c1CN1C(=O)c2ccccc2C1=O | -3 | 0 | -3 | 2 | -3 | -5 | -1 | -1.6 | 4 | -12
24 | CC(=O)Oc1ccc(C(=O)Nc2cccc3c2CCCC3)cc1 | -9 | -8 | 1 | 3 | 22 | -4 | 1 | -0.8 | 2 | -9
25 | CC(C(=O)N1CCc2ccccc21)N(C)CC(=O)Nc1ccccc1Cl (configuration not stated) | -4 | 1 | -1 | -2 | -1 | 2 | 33* | 0.7 | -1 | 4
26 | CCN(Cc1cnn(C)c1)C(=O)C1CCC(=O)N(CCc2ccc(OC)cc2)C1 (configuration not stated) | 6 | 4 | 2 | -2 | -2 | -3 | -2 | 0.3 | -7 | -3
27 | Cc1cccc(-n2ccc(=O)c(C(=O)Nc3ccc(S(=O)(=O)Nc4onc(C)c4C)cc3)n2)c1 | 3 | 2 | 0 | -2 | 11 | 39* | 0 | -0.8 | -1 | 2
28 | COc1ccc(CCNC(=O)c2ccc(NC(=O)CC3SC(N4CCCC4)=NC3=O)cc2)cc1OC (configuration not stated) | -3 | 7 | 5 | -5 | -3 | 0 | 1 | -0.1 | -2 | 2
29 | CC(C)C[C@@H](CN1CCC[C@@H]1CN1C(=O)C(=O)NC[C@@H]1Cc1ccccc1)N1C[C@H](Cc2ccc(O)cc2)N(CC2CCCCC2)C(=O)C1=O | -1 | 2 | -7 | 0 | -4 | 7 | 0 | -1.1 | -5 | 2
30 | CCC(C)NCCCOc1ccc([N+](=O)[O-])cc1 (configuration not stated) | 9 | 2 | 8 | -1 | 3 | 0 | 0 | -1.8 | 1 | 17
31 | Cc1ccccc1OCCC(=O)Nc1cc(S(=O)(=O)N2CCOCC2)ccc1OC(C)C | 7 | -1 | -4 | -3 | -16 | -3 | 0 | -3.2 | -5 | 0
32 | CCOC(=O)c1ccc(NC(=S)N2CCN(c3ccc(N4CCOCC4)nn3)CC2)cc1 | 6 | 0 | -3 | 1 | 3 | -3 | 1 | -3.4 | -4 | 1
33 | O=C(NCC1CCCO1)c1cccc(S(=O)(=O)N2CCOCC2)c1 (configuration not stated) | -4 | -9 | 7 | 6 | 3 | -5 | 4 | -1.9 | 4 | -10
34 | O=C(CSc1nnc2ccc3ccccc3n12)N1CCOCC1 | 3 | 2 | 2 | 2 | 7 | -2 | 2 | -0.6 | 2 | 3
35 | COc1ccccc1CCNC(=O)C1(C)CC1(Cl)Cl (configuration not stated) | 5 | -2 | -4 | 4 | 8 | 4 | 0 | -2.6 | 0 | 7
36 | Cc1cc(C)cc(NC(=S)N2CCCC2)c1 | 0 | -1 | 0 | 0 | 3 | -2 | 0 | -1.0 | 3 | 3
37 | Cc1ccc2c(c1)CC(C)N2S(=O)(=O)c1nnc(NC(=O)CC(C)C)s1 (configuration not stated) | -1 | -2 | 6 | -2 | -3 | 0 | -4 | 0.7 | 1 | -1
38 | O=C(NCc1cccs1)c1cc(-c2cccs2)on1 | 3 | 3 | 5 | 2 | 0 | -5 | -5 | 2.3 | -1 | -7
39 | Oc1ccc(CCc2ccccc2)c2cccnc12 | . | -2 | -4 | -1 | . | . | -2 | . | -7 | -2
40 | Cc1ccc(C2=NN(CC(=O)NCc3cccs3)C(=O)CC2)cc1 | 1 | 1 | -1 | 2 | 10 | -1 | -1 | -0.5 | -1 | -9

The closing two entries of the part above open the next one:
item | SMILES | TCR CD3 inh | LEDGF integ inh | NR1D1 modulator | MBD2 inh | HTRA1 inh | rCAG RNA binder | UHRF1 MBD2 ctr | PG9 Ab binder | PRMT1 FP inh | ABHD4 inh
39 | Oc1ccc(CCc2ccccc2)c2cccnc12 | . | -2 | -4 | -1 | . | . | -2 | . | -7 | -2
40 | Cc1ccc(C2=NN(CC(=O)NCc3cccs3)C(=O)CC2)cc1 | 1 | 1 | -1 | 2 | 10 | -1 | -1 | -0.5 | -1 | -9
41 | COc1cccc(OC)c1OCCCOc1ccc([N+](=O)[O-])cc1Cl | 4 | -1 | -1 | -2 | -15 | -4 | -3 | -0.6 | 0 | 7
42 | O=C(Nc1ccc(Nc2ccccc2)cc1)c1ccc(Cl)cc1Cl | -1 | 0 | 3 | -1 | . | 5 | 1 | -3.0 | 0 | -1
43 | COc1ccc(OC)c(NC(=S)NCc2ccco2)c1 | 4 | -2 | 1 | 1 | 0 | 1 | 0 | -0.1 | -1 | 1
44 | NC(=O)[C@H]1CC2(CC(c3cccc(NC(=O)COc4ccc(Cl)cc4)c3)=NO2)CN1C(=O)Cc1ccc([N+](=O)[O-])cc1 (some centres not stated) | 0 | 1 | -3 | 9 | -27 | 10 | 0 | -2.1 | 2 | -13
45 | Cc1nc(NCc2ccco2)c2oc3ccccc3c2n1 | 12 | -1 | 4 | 2 | -5 | 4 | -1 | 1.2 | -1 | -10
46 | O=C(O)c1ccc(/C=N/Nc2ncc(Cl)cc2Cl)cc1 | 5 | 12 | 4 | 4 | -2 | 5 | 20 | -4.3 | -1 | 6
47 | CCN1CCN(c2nc3ccccc3nc2C(C#N)C(=O)OCc2ccccc2)CC1 (configuration not stated) | -4 | 3 | -2 | -5 | -10 | -9 | -7 | -0.6 | -2 | 4
48 | CCC(=O)Nc1nnc(SCC(=O)Nc2cccc(Cl)c2)s1 | -6 | -7 | 3 | 4 | 0 | 0 | 3 | -4.2 | 4 | -1
49 | Cc1cc(C)n(-c2nc3ccccc3c(=O)n2OCc2ccc(F)cc2)n1 | 3 | 0 | -1 | 2 | -2 | -9 | 1 | -1.9 | 2 | -7
50 | O=C(O)c1cccc(S(=O)(=O)Nc2ccc3c(c2)OCO3)c1 | 1 | -3 | 1 | 4 | 8 | 7 | -2 | 0.9 | 5 | 7
51 | O=C(/C=C/c1ccco1)N(Cc1cccc(F)c1)C1CCS(=O)(=O)C1 (configuration not stated) | 0 | 2 | -7 | -4 | 7 | 12 | -2 | -1.3 | 7 | 6
52 | CNc1ccc(-c2ccccc2CO)cn1 | -3 | 1 | 9 | -2 | . | 3 | -1 | -1.9 | -1 | -2
53 | CC(C(=O)N1CCN(c2ccc([N+](=O)[O-])cc2)CC1)N1C(=O)C2CC=CCC2C1=O (configuration not stated) | -1 | 4 | -2 | -1 | 9 | 0 | -3 | -0.9 | -1 | 1
54 | O=C(CSc1ccccc1)N1CCN(S(=O)(=O)c2ccccc2F)CC1 | -5 | 0 | -3 | -2 | 2 | 4 | 1 | 0.1 | 6 | 7
55 | Cc1cc(C(=O)Nc2ccccc2C(=O)O)oc1C | -1 | 5 | 6 | -1 | 0 | 2 | 2 | -0.9 | -5 | -3
56 | O=C(CS(=O)(=O)c1ccc(Cl)cc1)Nc1nnc(-c2cccs2)o1 | -9 | 4 | 2 | 8 | -1 | 14 | 3 | 2.2 | 7 | -17
57 | CCOC(=O)C1=C(C)OC(N)=C(C#N)C1c1ccoc1 (configuration not stated) | 6 | -6 | 5 | -1 | -3 | 1 | 1 | 0.8 | 1 | 1
58 | O=C(Nc1cccnc1)c1cc(-c2cccc(Cl)c2)on1 | 3 | 2 | 6 | 3 | -16 | 4 | 1 | -1.5 | -1 | -2

Screening data (PubChem BioAssay)

The list is partial; count on the stated rates, not on these rows.
